AmpC inh detg = qHTS Inhibitors of AmpC Beta-Lactamase (assay with detergent); P00811; AmpC hydrolysis of nitrocefin, absorbance 480 nm, 0.01% Triton; Potency, µM (highest dose often 114 µM), inactives show at the highest dose activity change, negative = inhibition, hits mostly inhibitors; 0.041% of 370,000 active;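 further: potency means the concentration at half of the fitted maximal effect; 0% = no-compound wells and -100% = no-enzyme wells; nearly all actives have a fitted effect of over 25% in size; some results filed as inactive show a strong effect at the top dose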
Target sequence (P00811 whole entry, looked up): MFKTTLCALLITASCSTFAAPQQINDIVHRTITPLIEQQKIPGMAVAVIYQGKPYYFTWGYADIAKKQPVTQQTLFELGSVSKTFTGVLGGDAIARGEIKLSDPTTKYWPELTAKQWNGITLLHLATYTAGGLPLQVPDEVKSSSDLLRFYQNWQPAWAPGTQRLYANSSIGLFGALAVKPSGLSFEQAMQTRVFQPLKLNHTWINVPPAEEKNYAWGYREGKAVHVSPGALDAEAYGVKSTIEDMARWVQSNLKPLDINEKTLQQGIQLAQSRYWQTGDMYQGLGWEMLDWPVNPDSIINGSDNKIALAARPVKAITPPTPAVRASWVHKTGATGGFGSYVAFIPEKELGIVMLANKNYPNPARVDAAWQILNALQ
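20 mM phosphate pH 7.0 + 0.01% (detergent screen) or 0.0001% Triton X-100; 5.3 nM AmpC reagent; cpd preinc 15 min RT; nitrocefin (800 uM stock) to start; A480 q20 s × 4 min; Activity was normalised to no-enzyme and no-compound control wells.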
HCMV inh = qHTS Assay for inhibitors of the human cytomegalovirus (HCMV); HFF cells, HCMV-luciferase reporter, 72 h; stronger effect = lower value; activity change, negative = inhibition, % at 57.5 µM; 4.5% of 410,000 active; AID 1259415, 2018; in the data active means activity change below about -60%; inconclusive means no clear call, values can overlap the other calls; inactive means above about -39%
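Inhibition of viral replication was scored as loss of reporter luminescence in HFFs infected with HCMV-luciferase (MOI 1 PFU/cell) for 72 h; compounds tested at 2 doses, normalized to buffer and Salinomycin controls.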
Sm TGR block = qHTS Assay for the Inhibitors of Schistosoma Mansoni Peroxiredoxins | Potency, µM (top dose mostly 114 µM), for inactives: at the top dose activity change, negative = inhibition, most hits filed as inhibitors | 3% of 360,000 active | purified TGR, DTNB reduction, TNB absorbance 405 nm; further: potency means the concentration at half of the fitted maximal effect; nearly all actives have a fitted effect of over 60% in size
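Kinetic colorimetric format: TGR-catalysed, NADPH-driven DTNB reduction monitored via TNB absorbance. Enzyme dispensed at 20 nM; compound exposure 15 min at room temperature before reaction start.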
HCV inh = qHTS Assay for Inhibitors of Hepatitis C Virus (HCV) | Potency, µM (series often up to 41.8 µM), without a hit: at the highest dose activity change, negative = inhibition, most hits filed as inhibitors | 3.4% of 340,000 active | Huh7.5.1 HCVcc-Cre infection, luciferase reporter, 44 h; further: potency means the concentration at half of the fitted maximal effect
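1,000 cells/well; 4 h culture; + compound; + HCVcc-Cre (~0.5 moi); 44 h; luciferase substrate, RT 15 min; read 15 sec.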
AMA1 RON2 block = qHTS for Inhibitors of AMA1-RON; Towards Development of Antimalarial Drug Lead: Primary Screen; Plasmodium falciparum AMA1 (3D7) - RON2 peptide interaction; AlphaScreen AMA1-biotinylated RON2 peptide binding; Potency, µM (top dose mostly 58.2 µM), inactives show at the highest dose activity change, negative = inhibition, hits mostly inhibitors; 0.2% of 360,000 active;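 further: potency means the concentration at half of the fitted maximal effect; 0% = vehicle wells and -100% = peptide control; nearly all actives have a fitted effect of over 45% in size; some results filed as inactive show a strong effect at the top dose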
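AMA1 (3D7) with his tag at 25 nM final met compounds first, then biotinylated RON2 peptide at 25 nM; detection used donor plus acceptor beads, 10 µg/mL apiece, read by AlphaScreen after 30 min at room temperature.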
Giardia FBPA inh = qHTS Assay for Inhibitors of Fructose-1,6-bisphosphate Aldolase from Giardia Lamblia | A8B2U2 | purified Giardia FBPA | Potency, µM (titrated, usually from 59.6 µM), for inactives: at the top dose activity, negative = inhibition, hits mostly inhibitors | 0.71% of 290,000 active; further: potency means the concentration at half of the fitted maximal effect; nearly all actives have a fitted effect of over 55% in size
Target sequence (A8B2U2 whole entry, looked up): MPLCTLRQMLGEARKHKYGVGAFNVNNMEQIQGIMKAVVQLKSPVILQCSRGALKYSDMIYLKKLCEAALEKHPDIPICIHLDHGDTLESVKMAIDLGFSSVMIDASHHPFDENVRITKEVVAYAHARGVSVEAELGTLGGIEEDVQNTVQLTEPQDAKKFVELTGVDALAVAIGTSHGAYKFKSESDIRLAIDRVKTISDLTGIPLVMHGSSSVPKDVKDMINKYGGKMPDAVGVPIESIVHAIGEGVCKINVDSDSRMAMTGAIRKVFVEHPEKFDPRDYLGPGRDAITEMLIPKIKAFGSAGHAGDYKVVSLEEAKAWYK
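Giardia FBPA (40 nM reagent) was preincubated 10 min at RT with compound (up to 57.5 uM final), then substrate plus GAPDH/TPI/NAD/arsenate coupling system with diaphorase/resazurin was added; resorufin fluorescence (525/598 nm) was read after 20 min.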
* hit, by the source's call; ? = inconclusive; . = no result given; & = joins results of further samples; [ ] = dose if it differs, or a comment. Unless noted, the call rests on the fitted dose curve; in most records, active means well fitted curve in the direction sought with a large enough effect; inconclusive means small, poorly fitted or top-dose-only effect, or another doubt; inactive means no such curve, though single readings can be large; an effect the other way counts as inactive or inconclusive. Unless noted, on the % scale 0 is the no-effect control and ±100 the full control effect.

SMILES	AmpC inh detg	HCMV inh	Sm TGR block	HCV inh	AMA1 RON2 block	Giardia FBPA inh
CC1CCN(S(=O)(=O)N2CCC(C(=O)O)CC2)CC1	?	8	0%	-10%	19%	-2%
O=C(O)/C=C/C(=O)NC1CCC(CC2CCC(NC(=O)/C=C/C(=O)O)CC2)CC1 (configuration not stated)	-4%	?	-7%	6%	-15%	4%
CC(C)CC(=O)Nc1ccc(C(=O)Nc2cccc(O)c2)cc1	5%	-18	14%	-7%	10%	-4%
O=C(Nc1cc(C(F)(F)F)ccc1N1CCOCC1)c1ccccc1	-1%	-26	-4%	?	-2%	1%
CC(C)Oc1ccc(C2NC(=O)c3ccccc3O2)cc1 (configuration not stated)	-10%	37	-5%	14%	-6%	14%
O=C(COC(=O)c1cc2c(s1)CCC2)Nc1ccc(F)cc1	?	29	3%	0%	-26%	-1%
Nc1ccc(S(=O)(=O)N2CCOCCOCCOCCOCCOCC2)cc1	?	26	-20%	17%	-10%	4%
COC(=O)c1nnn(CC(=O)NC(=O)Nc2ccc(F)cc2)c1C(=O)OC	5%&-6%	11&-14	23%&-15%	33%[activator]	14%	2%
COc1cc(OC)c(C(=O)N/N=C/c2ccoc2)cc1OC	?	-69*	0%	5%	5%	-9%
Cn1c(Cn2c(=O)sc3ccccc32)nnc1SCC(=O)NCc1ccccc1Cl	-11%	8	1%	20%	7%	-2%
O=C(c1ccc2c3c(cccc13)CC2)C1CCCN(C(=O)c2ccc(=O)[nH]c2)C1 (configuration not stated)	-4%	-25	40µM*	13%	-1%	-27%
COc1ccc(N=c2sc3ccccc3n2C)cc1	2%	31	4%	-26%	0%	-8%
COc1ccc(S(=O)(=O)N2CCC(C)CC2)cc1OC	?	19	-5%	1%	2%	-1%
CCc1nnc(NC(=O)CSc2nnc(COc3ccccc3)n2Cc2ccccc2)s1	5%	-3	10%	14%	3%	2%
CN(C)NC(=O)c1ccsc1NC(=O)c1ccc(S(=O)(=O)N(C)C)cc1	-5%	-29	1%	-14%	32%[activator]	0%
CCCCCn1ccc(=O)c2c(C(F)(F)F)nccc21	-7%	-66*	1%	11µM*	2%	0%
CCc1ccc(NC(=O)Cn2c(=O)n(CCCC(=O)NCc3ccccc3OC)c(=O)c3ccccc32)cc1	-5%	15	-4%	.	.	.
Cc1[nH]n(-c2ccccc2)c(=O)c1C(c1ccccc1[N+](=O)[O-])C(C#N)C#N (configuration not stated)	0%	38	8.9µM*	14%	-2%	-21%
O=C(N/N=C/c1cccc(OCc2ccccc2)c1)c1ccc(Br)o1	?	-19	-2%	?	-10%	2%
O=C(Cc1ccc(Cl)cc1)Nc1ccc(N2CCCC2)cc1	-2%	-17	-1%	0%	-4%	-3%
O=C(CCc1ccccc1)Nc1ccnn1C1CCN(Cc2ccc(OCCO)cc2)CC1	6%	-35	0%	-8%	21%	.
CC1CCC(NC(=O)CN(C)S(=O)(=O)c2cnc[nH]2)CC1 (configuration not stated)	-8%	-12	1%	18%	-8%	1%
Nc1c(C(=O)NCCN2CCOCC2)c2nc3ccccc3nc2n1Cc1ccccc1	2%	-27	-21%	4%	-16%	?
Cc1ccc(S(=O)(=O)N2CN(CC3CCCO3)c3nc4ccccc4nc32)c(C)c1 (configuration not stated)	-7%	0	-12%	1%	-1%	.
O=C(CN1C(=O)/C(=C/c2ccccc2)SC1=S)NC1CCS(=O)(=O)C1 (configuration not stated)	0%	-13	5%	-2%	3%	.
Continued:
SMILES	AmpC inh detg	HCMV inh	Sm TGR block	HCV inh	AMA1 RON2 block	Giardia FBPA inh
Cc1ccc(CN2C(=O)COc3cc(NS(C)(=O)=O)ccc32)cc1	.	44	.	-15%	-1%	.
O=C(OCC(=O)N1CCCC1=O)c1cc2ccccc2o1	-10%	10	-6%	-4%	10%	.
Cc1ccc(C)c2[nH]c(=O)c(CN(CC3CCCO3)C(=S)NCc3ccco3)cc12 (configuration not stated)	0%	0	28µM*	?	-12%	-7%
Cc1c(C(=O)NCCCc2ccccc2)cccc1[N+](=O)[O-]	1%	47	-2%	27%	13%	1%
Nc1nc(Oc2ccc(F)cc2)c(Br)c(=O)[nH]1	-10%	-24	-2%	15%	0%	-14%
COC(=O)c1ccc(NC(=S)NCCc2ccc(OC)cc2)cc1	4%	-9	-22%	?	-4%	-1%
O=C(NNC(=S)Nc1ccc(F)c(Cl)c1)C1CC1	10%	6	11%	12%	110%[activator]	-4%
Cc1cc[n+](CC2OCc3ccccc3CO2)cc1	-4%	-29	0%	-5%	-3%	1%
O=C(NC12CC3CC(CC(C3)C1)C2)c1cccc([N+](=O)[O-])c1	-5%	1	-4%	13%	5%	2%
O=C(CS(=O)(=O)c1cn(CC(=O)N2CCOCC2)c2ccccc12)NCc1ccccc1	.	14	.	20%	9%	.
O=C(c1ccc2ccccc2c1)N1CCCC1	-3%	16	8%	26%	-8%	-7%
O=C(CN(c1ccc(Cl)c(C(F)(F)F)c1)S(=O)(=O)c1ccccc1)Nc1cccnc1	-1%	24	-13%	.	.	.
COc1ccc(CNC(=O)NC2CCCCC2)cc1	-13%	30	1%	-5%	6%	-1%
CCOC(=O)[C@H]1[C@H]2COc3ccc(Br)cc3[C@@H]2N2C(=O)c3c(C)cc(C)cc3NC(=O)[C@@]12C	.	2	.	?	-8%	.
O=C(O)c1ccc(NC(=O)c2cccs2)cc1	-5%	44	4%	8%	-1%	6%
CCOC(=O)C1(CCOc2ccccc2)CCN(Cc2ccc(C)o2)CC1	5%	-14	?	-3%	-1%	4%
CCc1ccc(CN(C)C(=O)CCc2nnc(-c3ccc(-c4ccccc4)cc3)o2)nc1	8%	?	35µM*	?	39%[activator]	-4%
CC1(C)C2C(Cl)(Cl)C2(C)c2ccccc2N1C=O (configuration not stated)	1%	-4	-10%	19%	-4%	-1%
COc1ccc2ccc(Oc3ncccn3)cc2c1	-2%	75	-12%	?	26%	4%
O=C(Cn1c(NCCCO)nc2ccccc21)c1ccc(Cl)cc1	-15%	-10	6%	4%	0%	-11%
CCOc1ccc(CCNC(=O)CN2N=C(c3ccccc3)CCC2=O)cc1OCC	-4%	?	-7%	.	.	.
O=[N+]([O-])c1ccc(Cl)c(S(=O)(=O)NCCc2ccccn2)c1	.	0	.	-5%	25%	.
COc1cc(C2c3c(oc4ccccc4c3=O)C(=O)N2c2nnc(C(C)C)s2)cc(OC)c1OC (configuration not stated)	20%	8	-2%	.	.	.
CC(=O)N1CCN(C(=O)CSc2ncnc3sc(C)c(C)c23)CC1	.	19	.	-2%	4%	.
COCCNC(=O)c1cc2c(Cl)nc3ccc(C)cc3c2s1	5%	-7	0%	.	.	.
The list continues:
SMILES	AmpC inh detg	HCMV inh	Sm TGR block	HCV inh	AMA1 RON2 block	Giardia FBPA inh
CCOc1ccc(-n2c(N)c(C(=O)NCc3ccco3)sc2=S)cc1	0%	34	-8%	10%	-3%	-18%
CC(=O)c1ccc(N2CCN(S(=O)(=O)c3ccc4c(c3)CC(C)N4C(C)=O)CC2)cc1 (configuration not stated)	-2%	-28	-3%	6.3µM*	8%	.
CCOC(=O)COc1ccc(S(=O)(=O)N2CCN(C(=O)OCC)CC2)cc1	-13%	17	10%	12%	-5%	13%
Cc1ccnc2nc(C(=O)OCC(=O)NCCc3ccccc3)nn12	-2%	9	-11%	8%	-8%	4%
Cc1nn(-c2ccccc2)c(Cl)c1/C=C1/C(=N)N2N=C(C(C)C)SC2=NC1=O	?	5	2%	-15%	31%[activator]	-8%
O=C(O)CCCNS(=O)(=O)c1ccc2c(c1)OCCCO2	-9%	-11	-8%	22%	-1%[11.6 µM]	11%
Cc1[nH]c2ccc(C(=O)NCCN3CCCCCC3)cc2c1C	-6%	23	-18%	-26%	-4%	-17%
CN(C)c1ccc(C(=O)N2CCCC2)cc1	5%	59	5%	3%	9%	0%
Cc1ccc(OCCN2CCCCCC2)c(C)c1	8%	-4	10%	-10%	-6%	6%
COc1cc(NC(=O)Cn2ccsc2=N)cc(OC)c1	3%	0	86%[activator]	7%	17%	-3%
Cc1c(NC(=O)c2cccs2)c(=O)n(-c2ccccc2)n1C	4%	-20	0%	-24%	-9%	0%
c1ccc(Cn2c(NCc3ccncc3)nc3ccccc32)cc1	-5%	9	-5%	-3%	10%	-1%
O=C(NC(=S)Nc1ccc(NC(=O)c2cccs2)cc1)c1cc2ccccc2o1	-4%	-16	-7%	-3%	-19%	-5%
COc1ccc(F)cc1C(=O)C1CCCN(Cc2cnc(C)s2)C1 (configuration not stated)	4%	-23	10%	-10%	2%	-5%
COC(=O)c1nn(-c2ccc(C)cc2)c2nnc(Cc3ccccc3)c(=O)n12	2%	-7	20%	-4%	1%	-1%
O=C(Nc1cccc(S(=O)(=O)N2CCOCC2)c1)C12CC3CC(CC(C3)C1)C2	.	0	.	?	22%	.
CCc1ccc(-c2nc(-c3ccncc3)no2)cc1	-15%	12	0%	10%	12%	0%
O=c1[nH]n(-c2ccccc2)c(=O)c(Cl)c1Cl	?	58	?	10%	8%	-7%
COC(=O)CN1C2=NCCCN2c2ccccc21	3%	-7	.	12%	8%	-1%
O=C(Nc1nnc(-c2cccs2)o1)C1CC1	0%	-6	6%	3%	50%[activator]	?
COc1ccc(Br)cc1S(=O)(=O)N1CCCC1	-1%	-16	-21%	-23%	-6%	0%
Cc1ccc([N+](=O)[O-])cc1N=C(c1ccc([N+](=O)[O-])cc1)N1CCOCC1	-16%	27	-17%	5%	-3%	2%
Cc1ccc(C2(c3noc(CN4CCOCC4)n3)CCCC2)cc1	-7%	-22	-4%	20%	5%	-2%
CC(C)OC(=O)c1cc2c(ccn2-c2ccc(F)cc2)n1CC(=O)N1CCN(C(=O)c2ccco2)CC1	-7%	0	-5%	?	-11%	-7%
Cc1nn(CC(=O)Nc2ccccn2)c(C)c1[N+](=O)[O-]	-8%	-30	-1%	16%	-3%	2%
CCOC(=O)N1CCN(CCC(=O)Nc2ccc(OC)cc2)CC1	-4%	20	1%	0%	-2%	0%
